Screens as filed in PubChem BioAssay.
sEH act – increases human soluble epoxide hydrolase activity. P34913. purified human sEH enzymatic activity, activator screen. activation, % at 2 µM. 91,000 compounds, 0.04% hits. AID 717; in the data active means activation above about 37%; further: values of inactives mirror those of a sister screen read the other way
Target sequence (P34913 whole entry, looked up): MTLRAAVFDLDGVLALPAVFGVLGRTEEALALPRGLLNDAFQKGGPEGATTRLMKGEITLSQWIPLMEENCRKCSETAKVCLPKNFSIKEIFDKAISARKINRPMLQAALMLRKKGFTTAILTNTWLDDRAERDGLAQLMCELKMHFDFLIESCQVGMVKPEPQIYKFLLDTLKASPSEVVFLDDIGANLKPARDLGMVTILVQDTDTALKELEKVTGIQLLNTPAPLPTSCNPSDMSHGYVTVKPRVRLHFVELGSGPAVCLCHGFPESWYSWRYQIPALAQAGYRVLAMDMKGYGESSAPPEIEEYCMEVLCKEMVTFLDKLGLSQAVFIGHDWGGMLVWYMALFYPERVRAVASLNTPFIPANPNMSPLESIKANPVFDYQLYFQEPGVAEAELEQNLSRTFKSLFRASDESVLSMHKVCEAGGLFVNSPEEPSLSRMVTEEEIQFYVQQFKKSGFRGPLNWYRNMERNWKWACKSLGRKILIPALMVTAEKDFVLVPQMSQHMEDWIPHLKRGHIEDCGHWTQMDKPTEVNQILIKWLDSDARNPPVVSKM
H69AR inhibit – blocks growth of human H69AR lung tumor cells | H69AR lung tumor viability, ATP luminescence, 72 h; active compounds read low | 85,000 compounds, 6% hits | AID 598 | viability, % at 10 µM;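 active means viability at or below 40%; inactive means viability above 40%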;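 further: multidrug resistant small cell line overexpressing MRP-1 efflux transporter; 100% = mean luminescence of untreated control wells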
HUVEC prolif 384 – inhibitors of human endothelial cell proliferation; HUVEC proliferation, CellTiter-Glo luminescence, 72 h; active compounds read low; viability, % at 10 µM (by protocol); 86,000 compounds, 1.1% hits;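 active means viability at or below 30%; inactive means viability above 30%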;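 further: 100% = median luminescence of DMSO-only cell control wells on each plate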
S1P2 agonist – agonists of human S1P2 receptor; O95136; S1P2-expressing cell line, agonist reporter read-out; activation, % at 4.5 µM; 97,000 compounds, 0.46% hits; AID 729; in the data active means activation above about 16%;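 further: 0% = vehicle low control and 100% = maximal reference agonist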
Target sequence (O95136 whole entry, looked up): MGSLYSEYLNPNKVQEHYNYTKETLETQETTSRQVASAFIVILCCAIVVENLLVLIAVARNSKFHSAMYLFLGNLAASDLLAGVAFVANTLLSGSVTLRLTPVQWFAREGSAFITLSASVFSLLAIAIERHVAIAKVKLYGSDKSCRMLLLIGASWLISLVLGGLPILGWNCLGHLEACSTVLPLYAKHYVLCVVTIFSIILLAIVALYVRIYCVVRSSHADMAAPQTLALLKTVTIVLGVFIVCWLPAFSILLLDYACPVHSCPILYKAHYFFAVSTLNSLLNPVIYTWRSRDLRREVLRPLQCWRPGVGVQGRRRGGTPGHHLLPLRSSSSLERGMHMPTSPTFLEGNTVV
PTPN22 act – increases human PTPN22 phosphatase activity; Q9Y2R2; recombinant LYP, DiFMUP fluorescence; 0 = plate median, 100 = signal doubled; activation, % at 2 µM; 96,000 compounds, 0.11% hits; AID 697;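 active means activation at 2 µM above a set limit, the mean plus 5 SD, cut at about 37% in these data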
PostGolgi ctrl – yeast control strain growth, post-Golgi counter-screen. efflux-deficient yeast background strain, growth absorbance A615, 16 h. inhibition, % at 10 µM. 98,000 compounds, 5% hits. AID 738; in the data active means inhibition above about 30%
S1P2 antag – S1P2 (human) receptor antagonism. O95136. cell-based S1P2 antagonist assay, inhibition at 5 uM. inhibition, % at 5 µM. 97,000 compounds, 0.21% hits; in the data active means inhibition above about 45%;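 further: CRE beta-lactamase reporter cells expressing human S1P2 stimulated with S1P; 0% = agonist at EC80 alone and 100% = agonist plus reference antagonist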
Lung fibro prol – blocks proliferation of human lung fibroblasts; 85,000 compounds, 1.1% hits; AID 719; LL 47 human lung fibroblast viability, ATP luminescence; active compounds read low; viability, % at 10 µM;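 active means viability at or below 50% in the single dose screen; inactive means viability above 50%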;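 further: compound exposure lasted 72 h before the ATP readout; 100% = median luminescence of untreated cell-only wells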
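material = human LL 47 lung fibroblast cells | dosing = compounds added from tenfold dosing solution, 0.1% DMSO final | timing = overnight cell rest, 72 h compound treatment at 37 °C | measured by = CellTiter-Glo luminescence measuring cellular ATP | evaluation = % viability versus median cells-only luminescence | control set = cell-only wells, no compound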
sEH inhibitor – blocks human soluble epoxide hydrolase activity; P34913; AID 707; recombinant human sEH enzymatic activity assay; 91,000 compounds, 0.34% hits; inhibition, % at 2 µM; in the data active means inhibition above about 80%; further: values of inactives mirror those of a sister screen read the other way; many of its hits are not listed in these tables
* = called active by the depositor; nt = no result given. Some of the compounds tested; the hit share may differ from the screen's.

Results follow in this order: sEH act, H69AR inhibit, HUVEC prolif 384, S1P2 agonist, PTPN22 act, PostGolgi ctrl, S1P2 antag, Lung fibro prol, sEH inhibitor
1	CCOc1ccc(C(C)=O)cc1COC(=O)C1=COCCO1
    9, 87, 83, -3, -5, 8, 6, 102, -8
2	Cc1nn(Cc2c(F)c(F)c(F)c(F)c2F)c(C)c1NC(=O)c1c([N+](=O)[O-])c(C)nn1C
    -9, nt, nt, -7, -1, -3, 14, nt, 10
3	CC(C)CCCC(C)NS(=O)(=O)Cc1ccccc1 (configuration not stated)
    -1, 110, 98, -4, 1, 12, -1, 108, 0
4	COc1ccccc1NC=C1C(=O)OC2(CCCCC2)OC1=O
    0, 100, 84, 0, -3, 8, 7, 108, 0
5	CC(C)=CCCC(C)CN(C)CCc1ccccn1 (configuration not stated)
    nt, 108, 86, nt, nt, 7, nt, 90, nt
6	[O-][n+]1c2ccc3nonc3c2nn1-c1ccccc1Cl
    nt, 103, 87, nt, nt, 20, nt, 90, nt
7	Cc1ccc(C(=O)Nc2nc3c(s2)CCCC3)o1
    -11, 75, 80, -5, 0, 7, -8, 92, 12
8	Cn1ncc(N=Cc2c(O)ccc3ccccc23)c1C(=O)N1CCOCC1
    -1, 82, 101, -4, 3, nt, -4, 99, 4
9	Cc1c(C(=O)N2CCOCC2)[nH]c2c1C(=O)CC(c1ccc(Cl)cc1)C2 (configuration not stated)
    -11, 89, 92, -7, -4, 7, 13, 109, 9
10	COc1cccc(-c2cc(C(F)(F)F)nc(NCc3ccco3)n2)c1
    6, 67, 105, 0, -1, 33*, -37, 93, -4
11	C=CCOc1ccc(CN(C)CC(=O)N(CC(C)C)c2c(N)n(CC(C)C)c(=O)[nH]c2=O)cc1
    7, 81, 97, -4, 13, 1, -4, 98, -4
12	Cc1ccc(C)c2[nH]c(=O)c(CN(Cc3nnnn3C3CCCCC3)CC3CCCO3)cc12 (configuration not stated)
    -6, 69, 84, -4, -2, 20, 4, 95, 4
13	CCc1ccc(OCC(=O)NCCN(C)C)c(Br)c1
    -3, 95, 92, -3, -8, 11, 11, nt, 3
14	Cc1ccc2nc(-c3cccc(N)c3)oc2c1
    -3, 100, 69, -2, 1, 21, -7, 93, 4
15	O=C(Cc1cn2ccsc2n1)NCCc1ccc(F)cc1
    nt, 99, 98, nt, nt, 7, nt, 103, nt

Laid out differently: entries from further up
4. COc1ccccc1NC=C1C(=O)OC2(CCCCC2)OC1=O
5. CC(C)=CCCC(C)CN(C)CCc1ccccn1 (configuration not stated)
6. [O-][n+]1c2ccc3nonc3c2nn1-c1ccccc1Cl
7. Cc1ccc(C(=O)Nc2nc3c(s2)CCCC3)o1
8. Cn1ncc(N=Cc2c(O)ccc3ccccc23)c1C(=O)N1CCOCC1
9. Cc1c(C(=O)N2CCOCC2)[nH]c2c1C(=O)CC(c1ccc(Cl)cc1)C2 (configuration not stated)
10. COc1cccc(-c2cc(C(F)(F)F)nc(NCc3ccco3)n2)c1

screen / no. | 4 | 5 | 6 | 7 | 8 | 9 | 10
sEH act | 0 | nt | nt | -11 | -1 | -11 | 6
H69AR inhibit | 100 | 108 | 103 | 75 | 82 | 89 | 67
HUVEC prolif 384 | 84 | 86 | 87 | 80 | 101 | 92 | 105
S1P2 agonist | 0 | nt | nt | -5 | -4 | -7 | 0
PTPN22 act | -3 | nt | nt | 0 | 3 | -4 | -1
PostGolgi ctrl | 8 | 7 | 20 | 7 | nt | 7 | 33*
S1P2 antag | 7 | nt | nt | -8 | -4 | 13 | -37
Lung fibro prol | 108 | 90 | 90 | 92 | 99 | 109 | 93
sEH inhibitor | 0 | nt | nt | 12 | 4 | 9 | -4

11. C=CCOc1ccc(CN(C)CC(=O)N(CC(C)C)c2c(N)n(CC(C)C)c(=O)[nH]c2=O)cc1
12. Cc1ccc(C)c2[nH]c(=O)c(CN(Cc3nnnn3C3CCCCC3)CC3CCCO3)cc12 (configuration not stated)
13. CCc1ccc(OCC(=O)NCCN(C)C)c(Br)c1
14. Cc1ccc2nc(-c3cccc(N)c3)oc2c1
15. O=C(Cc1cn2ccsc2n1)NCCc1ccc(F)cc1

screen / no. | 11 | 12 | 13 | 14 | 15
sEH act | 7 | -6 | -3 | -3 | nt
H69AR inhibit | 81 | 69 | 95 | 100 | 99
HUVEC prolif 384 | 97 | 84 | 92 | 69 | 98
S1P2 agonist | -4 | -4 | -3 | -2 | nt
PTPN22 act | 13 | -2 | -8 | 1 | nt
PostGolgi ctrl | 1 | 20 | 11 | 21 | 7
S1P2 antag | -4 | 4 | 11 | -7 | nt
Lung fibro prol | 98 | 95 | nt | 93 | 103
sEH inhibitor | -4 | 4 | 3 | 4 | nt

(further entries)
Results follow in this order: sEH act, H69AR inhibit, HUVEC prolif 384, S1P2 agonist, PTPN22 act, PostGolgi ctrl, S1P2 antag, Lung fibro prol, sEH inhibitor
16	O=[N+]([O-])c1ccc(N2CCN(CCOc3nonc3-c3ccccc3)CC2)c(Cl)c1
    -1, nt, nt, -4, -9, 12, 11, nt, 4
17	O=C(Nc1ccc2nc3n(c(=O)c2c1)CCCCC3)c1ccccn1
    nt, 70, 90, nt, nt, -2, nt, 98, nt
18	CCc1ccc(NC(=O)c2ccc3c(c2)C(=O)N(Cc2ccco2)C3=O)cc1
    nt, 62, 84, nt, nt, -6, nt, 95, nt
19	CCOC(=O)c1c(NC(=O)C(F)(OC)C(F)(F)F)sc2c1CCN(C)C2 (configuration not stated)
    11, 93, 92, 2, 8, -5, 6, 91, -12
20	C=CCn1c(SCC(=O)NCC(=O)OCC)nnc1-c1ccccn1
    -5, 93, 97, -7, 7, 1, 6, 101, 3
21	Cc1c(C(=O)NCCc2ccccc2)oc2ccc(S(=O)(=O)N3CCC4(CC3)OCCO4)cc12
    8, 72, 89, -8, -3, 11, 37, 99, -7
22	CC1=CC(C)C2C(=O)N(CCC[N+](C)(C)C)C(=O)C2C1 (configuration not stated)
    -9, 92, 86, -2, -11, -3, 17, 99, 8
23	Cc1ccc(-c2nc3cc(N)ccc3o2)c(C)c1
    1, 70, 83, -3, 6, 4, -1, 109, -2
24	O=C(COc1ccc(Cl)cc1)N1CCN(c2ncccn2)CC1
    -3, 88, 96, -2, 4, 6, 7, 105, 2
25	CCSc1nc(=O)n(-c2ccccc2)c(C)c1C(C)=O
    nt, 90, 93, -3, 2, 8, 4, 103, nt
26	COC(=O)C1=CN(Cc2cccs2)C=C(C(=O)OC)C1c1cccc(OC)c1OC
    14, nt, nt, 21*, -2, 2, -9, nt, -13
27	Cc1ccccc1Nc1nn2c(=O)c3ccccc3nc2s1
    6, 71, 102, -9, -5, 3, -5, 101, -5
28	Cc1ccccc1NC(=O)Cc1nc(CSc2nnc(-c3ccc4c(c3)OCO4)o2)cs1
    15, 88, 94, 0, -1, 22, -12, 102, -17
29	CC(=O)N1Cc2ccccc2CC1C(=O)O (configuration not stated)
    -3, nt, nt, -3, -6, -2, -10, nt, 5
30	O=C(O)c1ccc(OCc2occc2C(=O)O)cc1
    4, 99, 92, 0, -3, -1, -2, 102, 0

Continuation.
Results follow in this order: sEH act, H69AR inhibit, HUVEC prolif 384, S1P2 agonist, PTPN22 act, PostGolgi ctrl, S1P2 antag, Lung fibro prol, sEH inhibitor
31	Cc1cc(C)n(C(=O)CCCCCCCC(=O)n2nc(C)cc2C)n1
    13, 96, 97, -1, -2, nt, -6, 102, -14
32	Cc1ccc(CN2C(=O)CCC2(C)C(=O)NCc2cccnc2)cc1 (configuration not stated)
    6, 106, 108, 2, 6, -1, -19, 101, -5
33	CN(Cc1cccs1)S(=O)(=O)c1cccs1
    8, 90, 101, -4, 6, 9, 22, 101, -10
34	CCC(C(=O)N1CCN(C(=O)c2ccco2)CC1)c1ccccc1 (configuration not stated)
    14, 101, 99, -7, 1, 4, -12, 106, -10
35	COc1ccc(C)cc1NC(=O)CSc1nnc(-c2ccco2)n1Cc1ccco1
    14, 83, 100, -4, 0, 16, -9, 91, -12
36	NC(=O)C1CCN(C(=O)CSc2nc3c(c(-c4ccccc4)n2)CCCC3)CC1
    15, 46, 95, -2, 4, 10, -20, 101, -9
37	O=C(c1ccc(=O)[nH]c1)N(Cc1ccco1)C1(C(=O)NC2CCCCC2)CCCCC1
    nt, 93, 106, nt, nt, 6, nt, 101, nt
38	Cc1ccc(NC(=S)NCCc2ccc(S(N)(=O)=O)cc2)c(C)c1
    22, nt, nt, 102*, -6, nt, 13, nt, -26
39	COc1ccc(OC)c(N(CC(=O)N2CCCCC2)S(=O)(=O)c2ccc(OC)c(OC)c2)c1
    10, 83, 100, -1, -7, nt, -11, 101, -6
40	O=C(c1ccc(Br)o1)N1CCN(c2ccc(F)cc2)CC1
    -6, 98, 107, -3, -10, 30, -1, 96, 7
41	CC(=O)N1CN(C2CCS(=O)(=O)C2)Cc2c1sc1c2CCCC1 (configuration not stated)
    -19, 84, 108, -1, 5, 19, -7, 99, 18
42	Cc1ccc(SCC(=O)Nc2ccc(N3CCN(c4ccccc4)CC3)c(F)c2)cc1
    -8, nt, nt, -13, -2, 5, 4, nt, 10
43	Cc1ccc(NS(=O)(=O)c2cc(C(=O)NCCSc3ccc(C)cc3)ccc2C)cc1
    -51, nt, nt, -6, -2, 36*, 18, nt, 53
44	O=C(Nc1nc(=O)c2ccccc2s1)c1ccccc1
    -8, 78, 90, -6, -7, 25, 4, 89, 13
45	CC(C)CC(=O)Nc1nc(=S)ss1
    7, 100, 63, 2, 4, 9, -20, 94, -6

Next records follow.
Results follow in this order: sEH act, H69AR inhibit, HUVEC prolif 384, S1P2 agonist, PTPN22 act, PostGolgi ctrl, S1P2 antag, Lung fibro prol, sEH inhibitor
46	Cc1cc(NC(=O)c2cnn3c(C(F)(F)F)cc(-c4ccccc4)nc23)no1
    8, 38*, 89, -5, -9, 5, 6, 94, -5
47	CNC(=O)CSc1nnc(-c2cccc(S(=O)(=O)N3CCOCC3)c2)n1-c1ccc(F)cc1
    2, 84, 102, -5, 2, 5, 2, 97, -1
48	Cc1oc(C(C)(C)C)cc1C(=O)N1CCCC1C(=O)O (configuration not stated)
    -2, 108, 105, 1, -8, nt, -40, nt, 4
49	CC(C)COP(=O)(OCC(C)C)C(O)c1ccccc1F (configuration not stated)
    12, nt, nt, -6, -3, 4, 0, nt, -11
50	COC(=O)c1cc2oc3ccccc3c2n1CC(=O)Nc1ccccc1OC
    -7, 51, 53, -4, -10, 9, 20, 83, 8
51	c1csc(CNc2ncnc3nc[nH]c23)c1
    nt, 85, 88, nt, nt, 9, nt, 101, nt
52	O=C(/C=C/c1ccc2c(c1)OCO2)N1CCOCC1
    7, nt, nt, -7, -5, 5, -4, nt, -6
53	O=[N+]([O-])c1nn(-c2ccccc2)n(O)c1=NCc1ccc2c(c1)OCO2
    -9, nt, nt, -6, -4, 2, 10, nt, 11
54	O=C(c1ccc2nccnc2c1)N1CCN(Cc2ccc3c(c2)OCO3)CC1
    nt, 93, 104, -4, 5, 14, -6, 102, nt
55	COc1ccc(NC(=O)c2ccccc2F)cc1Cl
    -4, 93, 91, 0, 8, 4, -3, 99, 6
56	COc1ccc(S(=O)(=O)CCC(=O)NCCc2ccc(S(N)(=O)=O)cc2)cc1
    nt, 98, 108, nt, nt, -4, nt, 100, nt
57	Cn1c2c(c(=O)n(C)c1=O)C(c1cc3c(cc1Br)OCO3)CC(=O)N2 (configuration not stated)
    nt, 95, 102, nt, nt, -1, nt, 99, nt
